Source: PubChem (National Center for Advancing Translational Sciences (NCATS))
aGal spleen mod = inhibits or activates alpha-galactosidase in human spleen homogenate. P06280. human spleen homogenate, 4MU-alpha-Gal fluorescence, 40 min. Potency, µM (series often up to 80 µM), for inactives: top-dose activity change, negative = inhibition, usual class: inhibitors. hit rate 0.008% among 240,000. AID 2107;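 note: potency is the fitted concentration of half-maximal effect; 0% = enzyme with vehicle and -100% = no enzyme basal signal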
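Spleen homogenate 1 ug + cpd (titration) + 4-MU-alpha-D-galactopyranoside 1 mM; 37C 40 min; 50 mM citrate/phosphate pH 5.0, 0.01% Tween-20; stop pH 10; fluorescence 365/440; AC50 via Hill.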
IMPase Li inh = cell-permeable IMPase inhibitors with lithium potentiation; CHO-M1 cells, IP1 TR-FRET (IP-One), carbachol + lithium; Potency, µM (titrated, usually from 59.4 µM), without a hit: top-dose activity, negative = IMPase inhibition, most hits filed as inhibitors; hit rate 0.35% among 210,000; AID 1457;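 note: IP1 builds up when IMPase is blocked and the TR-FRET signal falls; potency is the fitted concentration of half-maximal effect; plate controls were basal vehicle for no effect and high inhibitor control for full effect; nearly all actives have a fitted effect of over 50% in size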
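Test compounds were applied to CHO-M1 cells previously cultured for 16–30 h at 2000 per well. A small lithium amount accompanied them; after 30 min at 37C, IP1 was quantified by TR-FRET.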
Luc counter = blocks Kinase-Glo luciferase, a counter-screen artifact; Q27757; Kinase-Glo luciferase, ATP luminescence, 8 min; Potency, µM (titrated, usually from 38.3 µM), without a hit: at the highest dose activity change, negative = inhibition, usual class: inhibitors; hit rate 0.28% among 200,000; AID 1379; note: potency is the fitted concentration of half-maximal effect; % is set by controls: 0 for no effect and ±100 for the full control effect; nearly all actives have a fitted effect of over 60% in size
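Compounds were added to a substrate mix at pH 7.2 (50 mM imidazole, 10 uM ATP, within the enzyme's linear range), followed by Kinase-Glo detection reagent; luminescence was measured after 8 minutes at ambient temperature.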
NPSR antagonist = neuropeptide S receptor (human) antagonism, cAMP | CHO-NPSR cells, cAMP TR-FRET, antagonist mode | Potency, µM (series often up to 38.3 µM), inactives show at the highest dose activity change, negative = inhibition, actives largely listed as inhibitors | AID 1461 | Q6W5P4 | hit rate 1% among 220,000; note: potency is the fitted concentration of half-maximal effect; % is set by controls: 0 for no effect and ±100 for the full control effect; nearly all actives have a fitted effect of over 50% in size; many of its hits are not listed in these tables
Target sequence (Q6W5P4 whole entry, looked up): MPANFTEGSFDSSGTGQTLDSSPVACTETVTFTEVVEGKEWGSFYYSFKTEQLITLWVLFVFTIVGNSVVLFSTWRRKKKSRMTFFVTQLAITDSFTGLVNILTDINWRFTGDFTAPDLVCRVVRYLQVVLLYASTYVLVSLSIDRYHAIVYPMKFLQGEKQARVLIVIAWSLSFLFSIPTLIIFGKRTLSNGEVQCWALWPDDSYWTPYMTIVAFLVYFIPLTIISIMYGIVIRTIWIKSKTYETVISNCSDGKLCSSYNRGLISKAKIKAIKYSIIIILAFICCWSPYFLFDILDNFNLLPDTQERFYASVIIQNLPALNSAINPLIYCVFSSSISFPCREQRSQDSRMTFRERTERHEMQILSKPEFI
Epigenetic reg = derepresses silenced GFP reporter in murine cells | murine LDR cells, GFP reporter derepression, 30 h | hit rate 0.2% among 280,000 | AID 1865 | Potency, µM (series often up to 53.9 µM), inactives show at the top dose GFP activation, actives largely listed as activators; note: potency is the fitted concentration of half-maximal effect; % of control where 0% means no effect; nearly all actives have a fitted effect of over 60% in size
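GFP-positive cell count by laser-scanning cytometry (objects 20–120 um) after 30 h, 37 C compound exposure of murine LDR cells; reporter is CMV-GFP integrated at a silenced locus, inducible by HDAC or DNMT inhibitors.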
CBFb RUNX1 block = blocks binding between human CBF-beta and RUNX1; Q01196+Q13951; AlphaScreen CBFb-His/RUNX1-biotin binding, biochemical; Potency, µM (top dose mostly 59.8 µM), without a hit: at the top dose activity, negative = inhibition, hits mostly inhibitors; 230,000 tested, under 10 active; AID 1477; note: % of control where 0% means no effect
Target sequence (Q01196 whole entry, looked up): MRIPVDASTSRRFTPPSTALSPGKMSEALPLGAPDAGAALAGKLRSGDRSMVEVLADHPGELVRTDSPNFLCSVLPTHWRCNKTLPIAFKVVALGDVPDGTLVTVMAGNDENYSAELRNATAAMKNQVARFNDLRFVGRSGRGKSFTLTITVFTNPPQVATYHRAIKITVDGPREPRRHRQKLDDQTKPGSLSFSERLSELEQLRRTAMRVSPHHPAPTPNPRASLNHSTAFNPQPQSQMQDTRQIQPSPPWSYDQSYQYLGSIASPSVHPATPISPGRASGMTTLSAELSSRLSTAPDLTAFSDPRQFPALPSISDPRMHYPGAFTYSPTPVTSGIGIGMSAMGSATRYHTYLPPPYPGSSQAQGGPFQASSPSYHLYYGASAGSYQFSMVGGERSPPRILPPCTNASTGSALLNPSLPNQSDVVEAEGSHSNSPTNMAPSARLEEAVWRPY
Target sequence (Q13951 whole entry, looked up): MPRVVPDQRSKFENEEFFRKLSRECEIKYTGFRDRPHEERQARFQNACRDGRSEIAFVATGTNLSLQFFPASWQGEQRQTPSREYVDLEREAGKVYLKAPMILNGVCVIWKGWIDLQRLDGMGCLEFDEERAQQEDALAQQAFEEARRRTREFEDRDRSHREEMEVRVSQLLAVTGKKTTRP
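Room-temperature protein-protein interaction test with 30 nM each of His-tagged CBF-beta and biotinylated RUNX1, 15 min with compound, then 90 min with nickel plus streptavidin beads. Signal read in AlphaScreen mode.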
LMNA splice mod = LMNA splicing modulation. AID 1487. hit rate 0.01% among 200,000. Potency, µM (titrated, usually from 46.1 µM), for inactives: at the highest dose ratio change, negative = inhibition, hits mostly inhibitors. HeLa LMNA splicing GFP/RFP minigene ratio, 48 h; active = well fitted inhibition curve with a large enough effect in the signal ratio, with a control signal flat, not every such curve was filed as active; inconclusive = small, poorly fitted or top-dose-only effect, or effect the other way, or a change in a side signal; the % refers to the signal ratio; note: potency is the fitted concentration of half-maximal effect; % is set by controls: 0 for no effect and ±100 for the full control effect
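S3 HeLa stable clones carrying a lamin A-EGFP splicing minigene plus DsRed2 were seeded at 600 cells/well in Opti-MEM with 2% FBS, pin-dosed and incubated 48 h at 37°C. Acumen cytometry (488 nm) gave the GFP/RFP total-intensity ratio.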
An asterisk follows results filed as active; ? = inconclusive; · = not tested or not shown; & = joins results of further samples; [ ] = dose if it differs, or a comment. Unless noted, calls come from the whole dose curve; as a rule, active = well fitted curve in the direction sought with a large enough effect; inconclusive = small, poorly fitted or top-dose-only effect, or another doubt; inactive = no such curve, though single readings can be large; an effect the other way counts as inactive or inconclusive. The list is partial; rates above refer to the full screens.

1	Cn1nc(C(F)(F)F)c(C(=O)Nc2ccc(F)cc2F)c1Oc1cccc(Cl)c1
2	Cc1ccc2nc(-c3ccccc3)cc(C(=O)NCC3CCCO3)c2c1 (stereo not given)
3	CNC(=O)CSc1nnc(COc2ccc(Cl)cc2)n1CCOC
4	COc1ccc(C(=O)N/C(=C/c2cccnc2)C(=O)N2CCOCC2)cc1OC
5	N#Cc1sc2nc(-c3cccs3)cc(-c3ccc(Cl)cc3)c2c1N

assay / entry,1,2,3,4,5
aGal spleen mod,2.9%,6.5%,-0.9%,-0.8%,-2.0%
IMPase Li inh,-4.0%[38.3 µM],·,-0.2%[38.3 µM],·,10µM*
Luc counter,-0.5%,·,2.9%,·,2.1%
NPSR antagonist,?,-0.3%,13.8%[46.1 µM],12.0%,-5.3%[46.1 µM]
Epigenetic reg,-0.2%,-5.6%,4.1%,0.0%,14.1µM*
CBFb RUNX1 block,14.7%,0.7%,5.2%,-0.8%,14.7%
LMNA splice mod,?,·,7.3%,·,8.7%

Sorted by molar mass (low to high): 3 of the compounds above
2	Cc1ccc2nc(-c3ccccc3)cc(C(=O)NCC3CCCO3)c2c1 (stereo not given)
3	CNC(=O)CSc1nnc(COc2ccc(Cl)cc2)n1CCOC
4	COc1ccc(C(=O)N/C(=C/c2cccnc2)C(=O)N2CCOCC2)cc1OC

assay / entry,2,3,4
aGal spleen mod,6.5%,-0.9%,-0.8%
IMPase Li inh,·,-0.2%[38.3 µM],·
Luc counter,·,2.9%,·
NPSR antagonist,-0.3%,13.8%[46.1 µM],12.0%
Epigenetic reg,-5.6%,4.1%,0.0%
CBFb RUNX1 block,0.7%,5.2%,-0.8%
LMNA splice mod,·,7.3%,·

Continuation.
6	CCCCN(C)S(=O)(=O)c1ccc(C(=O)N=c2sc3cc(NC(C)=O)ccc3n2C)cc1
7	CC(=O)NCCNc1nc(-c2ccccc2C)nc2ccccc12
8	O=S1(=O)C=CC(Sc2nc3ccccc3[nH]2)C1 (stereo not given)
9	Cn1c(SCC(=O)NC2CC2)nnc1-c1cccc(NC(=O)c2ccccc2F)c1
10	Nc1c(C(=O)Nc2ccc(F)cc2)nnn1-c1cccc(C(F)(F)F)c1

assay / entry,6,7,8,9,10
aGal spleen mod,4.3%,13.7%,10.3%,1.2%,3.5%
IMPase Li inh,-27.2%,4.0%,-11.4%[38.3 µM],1.0%[38.3 µM],-4.1%
Luc counter,-3.6%,·,-3.0%,1.2%,-1.0%
NPSR antagonist,4.1%,·,6.0%[46.1 µM],-1.7%[46.1 µM],-12.9%
Epigenetic reg,-1.5%,·,-1.8%,-1.8%,0.1%
CBFb RUNX1 block,-2.4%,·,-16.4%,6.5%,3.2%
LMNA splice mod,-4.3%,-7.9%,?,-1.5%[0.0737 µM],10.1%[46 µM]

11	CC(/C=C/c1ccccc1)=N\NC(=S)NC(C)C
12	NNC(=O)C1CC1(c1ccccc1)c1ccccc1 (stereo not given)
13	C=CCNC(=O)CN1C(=O)C2C3c4ccccc4C(c4ccccc43)C2C1=O (stereo not given)
14	CCn1c(COc2cc(C)cc(C)c2)nnc1SCC(=O)N1CCN(c2ccccc2)CC1
15	COc1cccc(-c2nc(N3CCN(C)CC3)c3ccccc3n2)c1O

assay / entry,11,12,13,14,15
aGal spleen mod,-2.5%,-5.6%,0.8%,-16.7%,-4.5%
IMPase Li inh,26.6%,·,-9.4%,-9.6%[38.3 µM],·
Luc counter,2.4%,·,3.6%,2.5%,·
NPSR antagonist,-50.7%,-13.2%,1.6%,-19.3%[46.1 µM],-17.1%
Epigenetic reg,-3.6%,-0.3%,1.3%,-2.1%,-0.3%
CBFb RUNX1 block,-1.3%,-1.1%,-16.1%,3.9%,-9.3%
LMNA splice mod,·,·,-11.7%[9.22 µM],?,·

16	CCCCC(c1nnnn1CC1CCCO1)N1CCN(c2cc(Cl)ccc2C)CC1 (stereo not given)
17	COCCSc1nnc(NC(=O)c2ccc(NC(=O)C(C)C)cc2)s1
18	N#Cc1c(-c2ccco2)cc(-c2ccccc2)[nH]c1=O
19	O=C(Cn1c2ccccc2c(=O)c2ccccc21)N/N=C/c1cc([N+](=O)[O-])ccc1N1CCCCC1
20	Cc1ccc(C2(COC(=O)C(C)C)CO2)c(OC(=O)C(C)C)c1 (stereo not given)

assay / entry,16,17,18,19,20
aGal spleen mod,0.7%,-2.1%,?,5.7%,1.0%
IMPase Li inh,5.8%[38.3 µM],-6.7%,·,-10.1%,·
Luc counter,-3.3%,-3.9%,·,-0.2%,·
NPSR antagonist,?,-3.1%,-19.2%,-0.9%,?
Epigenetic reg,2.9%,-1.0%,1.1%,2.1%,1.1%
CBFb RUNX1 block,6.4%,0.3%,?,-1.9%,20.4%
LMNA splice mod,10.9%,?,·,-19.6%,·

21	O=[N+]([O-])c1ccc2sc(SCc3nc4ccccn4c3Br)nc2c1
22	O=C(CCN1C(=O)C2C3C=CC(C3)C2C1=O)N1CC(=O)N(CCc2ccccc2)C(=O)C1 (stereo not given)
23	Cc1ccccc1OCC(=O)Nc1ccccc1-c1ccccc1NC(=O)COc1ccccc1C
24	CNC(=O)CN(c1cccc2ccccc12)S(C)(=O)=O
25	CCNC(=O)Nn1c(C)nnc1C

assay / entry,21,22,23,24,25
aGal spleen mod,4.3%,-25.7%,-0.9%,17.9%,14.1%
IMPase Li inh,19.2%,-6.2%[38.3 µM],28.2%,6.6%[38.3 µM],5.7%[38.3 µM]
Luc counter,-0.6%,-0.4%,4.5%,4.4%,-0.6%
NPSR antagonist,1.7%,-4.4%[46.1 µM],-36.7%,10.2%[46.1 µM],2.6%[46.1 µM]
Epigenetic reg,-1.0%,1.2%,0.1%,-1.0%,1.0%
CBFb RUNX1 block,-1.8%,1.9%,-2.3%,1.8%,15.3%
LMNA splice mod,-9.1%,-8.5%,?,-1.6%,13.5%

26	COc1ccc(C=O)cc1Cn1cnc2c(cnn2C)c1=O
27	S=c1[nH]nc([C@@H]2C[C@H]2c2ccccc2)n1-c1ccccc1
28	COC(=O)c1cccc(C23CC4(C2)[C@H](CN(Cc2cccnc2)[C@@H]4c2ccccc2)C3c2ccccc2)c1 (stereo not given in full)
29	Cn1c(NC(=O)CC(C)(C)C)cc(=O)n(C)c1=O
30	COc1ccc(S(=O)(=O)N2Cc3ccccc3CC2C(=O)N2CCOCC2)cc1OC (stereo not given)

assay / entry,26,27,28,29,30
aGal spleen mod,4.6%,9.6%,-4.7%&-4.4%,-5.7%,-0.1%
IMPase Li inh,4.4%,-7.6%,10.9%,3.9%,28.9%[38.3 µM]
Luc counter,1.1%,0.2%,-5.0%,-0.3%,2.7%
NPSR antagonist,30.7%,-5.3%,-38.5%,6.6%,-1.6%[46.1 µM]
Epigenetic reg,-6.0%,-1.9%,2.1%&3.1%,0.0%,-3.1%
CBFb RUNX1 block,7.3%,0.3%,-9.3%&7.7%,3.3%,9.5%
LMNA splice mod,5.8%[9.22 µM],1.3%,·,-9.9%,13.2%

31	Cc1cc(C)n(CCCN2C(=O)c3cccc4cccc(c34)C2=O)n1
32	CCOc1ccccc1N1CCN(Cc2ccc(Br)s2)CC1
33	COC(=O)C1=C(C(=O)OC)[C@@H]2N(C)c3ccc(OC)cc3[C@@]23C[C@@H](C(=O)OC)N(S(=O)(=O)c2ccc4c(c2)OCCN4C)C3=N1
34	Cc1ccc(/C([O-])=C(/C(=S)NCc2ccc3c(c2)OCO3)[n+]2ccc(N(C)C)cc2)c(C)c1
35	CCOC(=O)C(C)Oc1ccc2c(C)cc(=O)oc2c1C(C)=O (stereo not given)

assay / entry,31,32,33,34,35
aGal spleen mod,1.3%,-2.1%,-4.6%[17.5 µM],-4.7%,-4.3%
IMPase Li inh,7.4%,12.1%[38.3 µM],10.4%,0.2%,13.6%[38.3 µM]
Luc counter,2.9%,-1.6%,2.1%[7.66 µM],-1.0%,-5.0%
NPSR antagonist,-6.9%,-21.0%[46.1 µM],·,-9.8%,-10.3%[46.1 µM]
Epigenetic reg,-0.6%[10.1 µM],-3.6%,·,0.9%,-1.2%
CBFb RUNX1 block,-2.5%,-6.1%,-2.0%[13.1 µM],-16.8%,1.7%
LMNA splice mod,13.8%[46 µM],?,10.4%[9.22 µM],-10.0%[46 µM],-11.0%

36	O=[N+]([O-])c1ccccc1S(=O)(=O)NCc1ccc(F)cc1
37	Cc1ccc(S(=O)(=O)N2CCCCC2C(=O)N2CCN(c3ccccc3F)CC2)cc1 (stereo not given)
38	CSc1ncccc1C(=O)NCCc1ccccc1
39	COc1ccc(CNC(=O)/C=C/c2cc([N+](=O)[O-])ccc2OC(F)F)cc1OC
40	Cc1ccc(SCC(=O)NCCN2C(=O)CSC2=O)c(C)c1

assay / entry,36,37,38,39,40
aGal spleen mod,-1.2%,0.6%,13.9%,-3.8%,8.3%
IMPase Li inh,1.1%,37.0%[activator][38.3 µM],-6.8%,26.2%[38.3 µM],-0.9%
Luc counter,-4.0%,-1.6%,2.9%,-2.1%,1.9%
NPSR antagonist,-1.5%,-20.2%[46.1 µM],10.2%,-13.6%[46.1 µM],7.9%[46.1 µM]
Epigenetic reg,1.1%,0.0%,0.3%,0.1%,0.1%
CBFb RUNX1 block,0.7%,0.3%,-0.5%,-2.3%,1.0%
LMNA splice mod,?,?,5.7%[46 µM],-7.5%,-11.5%

41	COn1c(SCc2cccc(Cl)c2)nc2ccccc2c1=O
42	S=c1[nH]nc(CCc2nc3ccccc3[nH]2)n1-c1ccccc1
43	CCCNC(=O)c1ccc(CNc2c(N3CCC(C(=O)OCC)CC3)c(=O)c2=O)cc1
44	COc1ccc(CC(=O)Nn2c(-c3ccccc3)nc3ccccc3c2=O)cc1
45	COC(=O)C1C2C=CC3(CN(C(C)C)C(=O)C13)O2 (stereo not given)
46	CC1C=CCC2C(=O)N(c3cc(Cl)ccc3O)C(=O)C12 (stereo not given)

assay / entry,41,42,43,44,45,46
aGal spleen mod,6.6%,-0.1%,3.7%,1.8%,8.4%,-0.1%
IMPase Li inh,13.3%[38.3 µM],5.3%,-10.9%[38.3 µM],-1.8%,7.9%[38.3 µM],·
Luc counter,-5.0%,1.0%,-3.9%,1.2%,2.4%,·
NPSR antagonist,?,14.1%,-6.7%[46.1 µM],14.0%,9.8%[46.1 µM],-6.4%
Epigenetic reg,-2.4%,3.8%,0.0%,-0.8%,1.0%,2.6%
CBFb RUNX1 block,28.7%,4.7%,-3.0%,-1.9%,0.3%,-2.2%
LMNA splice mod,0.9%,?,-4.7%,?,2.6%,·
